Screens from PubChem.
KCNK3 block: human KCNK3 channel inhibition, primary screen | O14649 | CHO-KCNK3 thallium flux, FluxOR fluorescence; stronger effect = lower value | B-score at 10 µM | 0.84% of 340,000 active | AID 602410;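 active means B-score under library mean minus 4 SD, starting fluorescence ratio at most library mean plus 5 SD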;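 further: more negative B-score means stronger inhibition of thallium flux through KCNK3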
GSK3A inh: human GSK-3 alpha kinase inhibition. P49840. ADP-Glo luminescence, 60 min. inhibition, % at 10 µM. 0.1% of 320,000 active;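 in the data active means inhibition above about 50%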;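 further: GST-tagged GSK-3 alpha with peptide substrate and 25 µM ATP; 0% = DMSO neutral wells and 100% = GW8510 positive control wells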
Target sequence (P49840 whole entry, looked up): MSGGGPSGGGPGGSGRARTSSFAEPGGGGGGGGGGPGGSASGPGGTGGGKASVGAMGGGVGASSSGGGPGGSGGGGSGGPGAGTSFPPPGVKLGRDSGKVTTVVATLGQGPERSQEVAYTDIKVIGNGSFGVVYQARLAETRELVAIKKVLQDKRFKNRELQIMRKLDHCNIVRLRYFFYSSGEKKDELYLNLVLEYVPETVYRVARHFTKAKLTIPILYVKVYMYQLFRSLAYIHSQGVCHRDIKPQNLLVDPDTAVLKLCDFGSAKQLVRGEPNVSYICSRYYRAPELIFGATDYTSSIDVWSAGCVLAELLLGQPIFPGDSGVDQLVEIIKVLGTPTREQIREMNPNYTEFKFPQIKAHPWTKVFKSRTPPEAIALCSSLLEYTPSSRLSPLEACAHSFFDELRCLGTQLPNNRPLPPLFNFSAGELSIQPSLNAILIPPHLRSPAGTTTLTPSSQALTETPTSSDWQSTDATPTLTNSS
HDAC3 inh: human HDAC3 inhibition | O15379 | recombinant HDAC3, fluorogenic peptide/trypsin coupled, fluorescence | inhibition, % at 8.3 µM | 0.15% of 320,000 active | AID 2718; in the data active means inhibition above about 26%, passing the limit was not always enough; inconclusive means no clear call, values can overlap the other calls
Target sequence (O15379 whole entry, looked up): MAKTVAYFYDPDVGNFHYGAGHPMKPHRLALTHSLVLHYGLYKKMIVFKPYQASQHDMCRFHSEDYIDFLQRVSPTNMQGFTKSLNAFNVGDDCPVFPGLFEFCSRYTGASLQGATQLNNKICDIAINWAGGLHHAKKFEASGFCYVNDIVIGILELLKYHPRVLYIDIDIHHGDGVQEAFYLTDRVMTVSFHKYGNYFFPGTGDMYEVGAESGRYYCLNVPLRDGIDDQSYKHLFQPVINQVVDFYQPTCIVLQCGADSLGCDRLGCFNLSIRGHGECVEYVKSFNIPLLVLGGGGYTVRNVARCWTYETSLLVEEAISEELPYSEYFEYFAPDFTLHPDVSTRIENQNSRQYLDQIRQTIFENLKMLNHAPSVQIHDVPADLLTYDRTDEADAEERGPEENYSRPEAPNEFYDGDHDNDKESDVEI
An asterisk follows results filed as active; i = inactive; ? = inconclusive.

SMILES	KCNK3 block	GSK3A inh	HDAC3 inh
O=C(CSc1nnnn1C1CC1)N1CCN(c2cccc(Cl)c2)CC1	i	-3	-4
Cc1cc(C)c(CNC(=O)c2cc(C3CC3)nc3c2cnn3C(C)C)c(=O)[nH]1	i	8	3
CS(=O)(=O)c1ccc(C(=O)NNC(=O)c2cccs2)cc1	i	-3	-8
COc1ccc([N+](=O)[O-])cc1NC(=O)COC(=O)Cn1cnc2ccccc2c1=O	i	8	8
Cc1cccc(C(=O)OCC(=O)N2CC(C)CC(C)C2)c1C (configuration not stated)	i	-1	-7
O=C(CN1CCN(S(=O)(=O)c2cccc(F)c2)CC1)Nc1ccnn1C1CCCC1	i	-1	-3
COc1ccc(CC(=O)N2CCN(S(=O)(=O)c3ccc(Cl)s3)CC2)cc1	i	-3	-3
Cn1c(SCC(=O)NC2CCS(=O)(=O)C2)nnc1-c1ccco1 (configuration not stated)	i	2	-5
COc1cccc(NC(=O)CN(C)C(=O)c2ccc3c(c2)CC(c2ccccc2)OC3=O)c1 (configuration not stated)	i	-1	-1
CC(NCC(=O)Nc1ccccc1C(=O)NC1CC1)c1ccc(S(N)(=O)=O)cc1 (configuration not stated)	i	-1	-1
Cc1onc(-c2ccccc2)c1C(=O)OCC(=O)Nc1ccc(OC(F)(F)F)cc1	i	-2	?
CCOC(=O)C1=C(CC)Nc2ccccc2N=C1NC(=O)c1cc(S(=O)(=O)N2CCOCC2)ccc1C	i	-3	-2
CC1CCCC(NC(=O)COC(=O)c2cccc(S(=O)(=O)N3CCCCC3)c2)C1C (configuration not stated)	i	1	4
O=C(NCCC(=O)N1CCN(Cc2c(F)cccc2Cl)CC1)c1ccc(Cl)cc1	i	-1	-1
Cc1nn(-c2ccccc2)c(C)c1/C=C/C(=O)OCC(=O)Nc1ccc(C(N)=O)cc1	i	28	-1
O=C(CSc1nnc2ccccn12)NC(=O)c1ccccc1Cl	i	0	-9
COc1ccc(Br)c(C(=O)OCC(=O)NC2CC2)c1	i	6	-2
O=C(COC(=O)c1cc(S(=O)(=O)N2CCCC2)ccc1O)Nc1ccc(F)cc1F	i	2	?
O=C(COC(=O)CC1SC(N2CCCC2)=NC1=O)Nc1c(F)c(F)c(F)c(F)c1F (configuration not stated)	i	-1	-3
Cc1noc(C)c1NC(=O)Nc1ccc2c(c1)C(=O)N([C@@H](C)CO)C[C@@H](C)[C@@H](CN(C)Cc1ccc3c(c1)OCO3)O2	i	-2	2

Seven structures already listed, arranged by heavy-atom count, smallest number first.
SMILES	KCNK3 block	GSK3A inh	HDAC3 inh
COc1ccc(Br)c(C(=O)OCC(=O)NC2CC2)c1	i	6	-2
Cc1cccc(C(=O)OCC(=O)N2CC(C)CC(C)C2)c1C (configuration not stated)	i	-1	-7
Cn1c(SCC(=O)NC2CCS(=O)(=O)C2)nnc1-c1ccco1 (configuration not stated)	i	2	-5
COc1ccc(CC(=O)N2CCN(S(=O)(=O)c3ccc(Cl)s3)CC2)cc1	i	-3	-3
Cc1cc(C)c(CNC(=O)c2cc(C3CC3)nc3c2cnn3C(C)C)c(=O)[nH]1	i	8	3
CC1CCCC(NC(=O)COC(=O)c2cccc(S(=O)(=O)N3CCCCC3)c2)C1C (configuration not stated)	i	1	4
CCOC(=O)C1=C(CC)Nc2ccccc2N=C1NC(=O)c1cc(S(=O)(=O)N2CCOCC2)ccc1C	i	-3	-2

(more compounds)
SMILES	KCNK3 block	GSK3A inh	HDAC3 inh
COc1ccc(Cl)cc1NS(=O)(=O)c1cccc(C(=O)N2CC(C)OC(C)C2)c1 (configuration not stated)	i	0	3
CCOc1ccccc1N1CC(C(=O)NNC(=O)c2cc(OC)c(OC)c(OC)c2)CC1=O (configuration not stated)	i	-5	5
Cc1ccc(S(=O)(=O)NC(C)C(=O)OCC(=O)N(C)c2ccccc2)cc1 (configuration not stated)	i	-2	-1
O=C(COC(=O)c1ccc(OC(F)(F)F)cc1)NCCN1C(=O)CSC1=O	i	-1	-2
O=c1cc(CN2CCN(S(=O)(=O)c3ccccc3)CC2)nc2ccc(Cl)cn12	i	1	-1
COc1cccc(NC(=O)CN(C)C(=O)c2cc3ccccc3cc2OC)c1	i	1	?
CCC(C)NC(=O)c1ccc(NC(=O)CC2SC(N3CCCCC3)=NC2=O)cc1 (configuration not stated)	i	2	-3
CCN(C(=O)CSc1nnc(-c2ccco2)n1CC)c1c(N)n(Cc2ccccc2)c(=O)[nH]c1=O	i	0	-4
Cc1ccc(S(=O)(=O)N2CCN(C(=O)CCCN3C(=O)NC4(CCCC4)C3=O)CC2)cc1C	i	-1	1
CC(OC(=O)c1ccc2ncsc2c1)C(=O)N(C)C1CCCCC1 (configuration not stated)	i	-3	-1
CN(CC(=O)NCc1ccc2c(c1)OCO2)S(=O)(=O)c1ccc(Cl)cc1	i	-2	6
COc1ccc(S(=O)(=O)Nc2ccccc2C(=O)NN2CCOCC2)cc1OC	i	-1	-6
COc1ccc(NC(=O)CN(C)C(=O)c2ccc3c(c2)NC(=O)CS3)cc1	i	-4	-7
CCc1ccccc1NC(=O)CN(C)C(=O)Cn1cnc2ccc(Cl)cc2c1=O	i	7	-3
CC1CCCN(C(=O)COC(=O)COc2ccc(C#N)cc2)C1 (configuration not stated)	i	-3	5
O=C(COC(=O)c1n[nH]c2ccccc12)NCCc1ccccc1	i	-3	-9
O=S(=O)(c1ccc(F)cc1)N1CCN(c2nc(-c3cccnc3)nc3ccccc23)CC1	i	0	8
CN(c1ccc(OC(=O)CC2OC(=O)c3ccccc32)cc1)S(=O)(=O)c1ccccc1 (configuration not stated)	i	6	-2
O=S(=O)(Nc1cc(Cl)ccc1-n1cncn1)c1ccccc1Cl	i	-5	-5
O=C(COC(=O)c1ncc(Cl)c(Cl)c1Cl)NCc1ccccc1	i	-1	1
Cc1nc(SCC(=O)NC2CCCCC2C)c(C#N)c(C)c1C (configuration not stated)	i	-21	-2
CC(NCC(=O)NCC(=O)Nc1ccc(F)cc1)c1cccc(C(F)(F)F)c1 (configuration not stated)	i	1	4
Cc1cc(C(=O)OCC(=O)NCCc2ccccc2)c2ccccc2n1	i	1	-1
COc1ccc(CC(=O)OCC(=O)NC2CCCCC2)cc1OC	i	0	3
COc1ccc(CNC(=O)Cn2ccc(N)nc2=O)cc1	i	3	15
N#C/C(=C/c1ccccc1)C(=O)OCC(=O)Nc1ccccc1[N+](=O)[O-]	i	-1	4
CN(C)C(CNC(=O)c1cc(S(=O)(=O)N2CCOCC2)ccc1F)c1cccs1 (configuration not stated)	i	-3	4
O=C(c1cc(-c2ccco2)nc2ccccc12)N1CCCC(C(F)(F)F)C1 (configuration not stated)	i	1	-101
COc1cccc(NC(=O)C(c2ccccc2)N2CCN(CC(=O)N3CCOCC3)CC2)c1 (configuration not stated)	i	0	6
CC(=O)c1ccc(S(=O)(=O)Nc2ccccc2C(=O)NC2CC2)cc1	i	-2	-2
COc1ccccc1NS(=O)(=O)c1ccc(C(=O)NCc2ccco2)cc1	i	-4	-3
CC(=O)Nc1ccc(S(=O)(=O)NCC(=O)OCC(=O)N2CCCCCC2)cc1	i	1	2
Cc1ccc(C)c(NC(=O)CN(C)C(=O)c2ccc(S(=O)(=O)N3CCCCCC3)cc2)c1	i	-1	4
CN1CCC(N(C)C(=O)c2cc(-c3ccccc3Cl)nc3ccccc23)CC1	i	-11	-1
CCN(C(=O)CSc1nc2ccccc2n1C)C1CCS(=O)(=O)C1 (configuration not stated)	i	1	1
CCOc1ccc(S(=O)(=O)N2CCCCC2)cc1NC(=O)c1cccnc1OCC	i	1	-2
O=C(Nc1ccc(Cl)c(S(=O)(=O)N2CCCCC2)c1)c1ccco1	i	3	4
COc1ccc(NC(=O)COC(=O)c2ccc(S(=O)(=O)N3CCCC3)cc2)cc1OC	i	-3	5
CCOc1ccc(C(=O)NCC(=O)NNC(=O)c2ccco2)cc1OCC	i	-4	-7
CCc1ccc([C@@H]2CC=C(C(=O)O)[C@H](c3ccc(C(C)(C)C)cc3)N2S(=O)(=O)c2ccc(C)cc2)cc1	i	-5	11
O=C(c1cccc(S(=O)(=O)N2CCOCC2)c1)N1CCC(Cc2ccccc2)CC1	i	9	-3
O=S(=O)(c1ccc(SCc2ccccc2)nc1)N1CCCCC1	i	1	6
CCOC(=O)C1CCCN(C(=O)CSc2nnc3nc(C)cc(C)n23)C1 (configuration not stated)	i	-1	-2
CCN(c1ccccc1)S(=O)(=O)c1ccc(Cl)c(NC(=O)c2ccc(=O)[nH]n2)c1	i	-2	3
CCN(CC)S(=O)(=O)c1cc(NC(=O)COC(=O)c2c(C)noc2C)ccc1C	i	-5	3
COc1ccc(/C=C/C(=O)Nc2cccc(S(=O)(=O)NC3=NCCCCC3)c2)c(OC)c1	i	-4	13
CC1CCCC(NC(=O)COC(=O)CCC(=O)c2cccs2)C1C (configuration not stated)	i	-6	9
CSCCC(NS(=O)(=O)c1ccc2c(c1)OCCO2)C(=O)N(C)Cc1ccccc1F (configuration not stated)	i	-1	2
CNc1ccc([N+](=O)[O-])cc1	i	-1	8
CCN(CC)S(=O)(=O)c1cc(NC(=O)C2CC(=O)N(Cc3ccccc3)C2)ccc1Cl (configuration not stated)	i	6	0

(next part)
SMILES	KCNK3 block	GSK3A inh	HDAC3 inh
O=C(NCCCN1CCOCC1)c1cccc(S(=O)(=O)N2CCOCC2)c1	i	-2	-3
O=C(COC(=O)C12CC3CC(CC(Br)(C3)C1)C2)NNC(=O)c1ccccc1	i	-4	-8
CC1CC1C(=O)OCC(=O)Nc1ccc(S(=O)(=O)N2CCOCC2)cc1 (configuration not stated)	i	-4	-3
O=C(COC(=O)c1ccc(Cl)nc1)Nc1cccc(S(=O)(=O)N2CCCCC2)c1	i	0	-1
COc1ccc(C(=O)OCC(=O)NC2CCCCCC2)cc1OC	i	9	5
CN(CC(=O)Nc1ccccc1C(=O)NC1CC1)Cc1ccc(Cl)s1	i	-4	0
CCOc1cc(C(=O)Nc2ccccc2N2CCOCC2)ccc1OCC(=O)N1CCOCC1	i	-4	3
CC1CCCC(NC(=O)COC(=O)COc2cccc(F)c2)C1C (configuration not stated)	i	-2	1
CCOC(=O)C1=C(COC(=O)C(CC)c2ccccc2)NC(=O)NC1C (configuration not stated)	i	-3	2
N#Cc1ccc(CN2CCN(C(=O)CCNS(=O)(=O)c3ccc(F)c(F)c3)CC2)cc1	i	-3	-2
COCCNc1nnc(SCC(=O)NC2CCCCC2)s1	i	-2	2
O=C(CCS(=O)(=O)c1ccccc1Cl)NC1CCCCCC1	i	-5	-1
Cc1ccc(NC(=O)COC(=O)CNC(=O)C2CCCCC2)cc1S(=O)(=O)N(C)C	i	0	1
CN(CC(=O)NCc1ccccc1Cl)CC(=O)Nc1ccccc1Br	i	2	3
Nc1c(C(=O)CSc2n[nH]c(-c3ccccc3Br)n2)c(=O)[nH]c(=O)n1C1CC1	i	0	3
COc1ccc(OCCCC(=O)Nc2cccc(S(=O)(=O)N3CCCCCC3)c2)cc1	i	-2	8
COc1ccccc1NC(=O)COC(=O)c1cc([N+](=O)[O-])ccc1N1CCCC1	i	-7	13
O=C(COC(=O)c1ccc(Cl)nc1)NNC(=O)c1ccc(Br)cc1	i	-9	-7
COC(=O)[C@@]1(Cc2ccc(F)cc2)[C@@H]2[C@@H](CC(=O)[C@H]2CC(=O)C(=O)N(C)C)CN1C(=O)c1ccccc1	i	9	-12
COc1ccc(C2=NN(C(=O)COC(=O)c3ccc(NC(=O)CC#N)cc3)C(c3ccco3)C2)cc1 (configuration not stated)	i	1	12

One compound at a time (already shown). Order of screens: KCNK3 block | GSK3A inh | HDAC3 inh
COC(=O)[C@@]1(Cc2ccc(F)cc2)[C@@H]2[C@@H](CC(=O)[C@H]2CC(=O)C(=O)N(C)C)CN1C(=O)c1ccccc1 across the screens: i | 9 | -12
CN(CC(=O)NCc1ccccc1Cl)CC(=O)Nc1ccccc1Br across the screens: i | 2 | 3
Nc1c(C(=O)CSc2n[nH]c(-c3ccccc3Br)n2)c(=O)[nH]c(=O)n1C1CC1 across the screens: i | 0 | 3

The results go on.
SMILES	KCNK3 block	GSK3A inh	HDAC3 inh
CN(CC1COc2ccccc2O1)C(=O)Cn1cc(C(F)(F)F)ccc1=O (configuration not stated)	i	4	-6
COc1cc2nc(CN3CCN(S(=O)(=O)c4ccc(Br)cc4)CC3)[nH]c(=O)c2cc1OC	i	0	3
Cn1c(N)c(C(=O)COC(=O)c2ccccc2C(=O)c2ccc(Cl)cc2)c(=O)n(C)c1=O	i	0	-1
C[C@H]1CN([C@@H](C)CO)C(=O)Cc2cc(NC(=O)CCN3CCOCC3)ccc2O[C@@H]1CN(C)Cc1ccc(Oc2ccccc2)cc1	i	0	8
O=C(CSc1nc(C2CC2)n(-c2ccccc2)n1)NCc1ccco1	i	-3	5
O=C(N/N=C/c1ccc([N+](=O)[O-])cc1)c1ccc(NS(=O)(=O)c2cccs2)cc1	i	0	9
CC1(C)C(=O)Nc2ccccc2N1C(=O)COc1cc(Cl)ccc1Cl	i	-1	5
Cc1ccc([C@H]2C(C(=O)O)=CC[C@@H](c3ccc(C(C)C)cc3)N2S(=O)(=O)c2ccc(C)cc2)cc1	i	-6	2
CNS(=O)(=O)c1cccc(C(=O)OCC(=O)N2c3ccccc3NC(=O)C2(C)C)c1	i	-3	4
Cc1ccc(C(NC(=O)CN2C(=O)NC3(CCCC3)C2=O)c2ccccc2)cc1 (configuration not stated)	i	2	0
C=CCC[C@H](Cc1ccc(F)cc1)C(=O)OC[C@@H](C)NC(=O)[C@H](CC=C)CC(=O)N(CCO)Cc1ccccc1	i	-1	15
c1ccc2c(c1)c1cccc3ccc4cccc2c4c31	i	-3	-10

Not all compounds are listed, so the mix of outcomes need not match the whole.
